# Tat transport – inhibitors of E. coli Tat protein transport; E. coli MC4100 TorA-mCherry Tat export, fluorescence; inhibition, % at 10 µM; hit rate 0.036% among 340,000;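 active = mean replicate inhibition at least 50% and at least half of replicates individually reaching 50%; inconclusive = only one of the two criteria met; inactive = neither criterion met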;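 note: exported cargo escapes ClpAP degradation while cytoplasmic cargo is degraded and loses fluorescence; 0% = median of neutral control wells and 100% = median of NaSCN control wells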
# E coli growth – counter-screen for AddAB inhibitors: E. coli growth inhibition; inhibition, % at 11.9 µM; E. coli V3065 growth, OD600 absorbance, 18 h; hit rate 0.27% among 330,000;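 active = inhibition above the campaign's mean inhibition across all tested compounds plus 3 SD, cut at about 9.9% in these data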;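 note: uninfected addAB+ strain grown without phage in ampicillin broth; 0% = DMSO wells and 100% = ciprofloxacin 0.95 µg/ml wells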
# CAL PDZ FP-1 – blocks peptide binding to human CAL PDZ domain; Q9HD26; purified CAL PDZ, TMR-peptide fluorescence polarization, 1 h; inhibition, % at 20 µM; hit rate 0.02% among 330,000; AID 504414;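 active = highest replicate inhibition of at least 40%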;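 note: plate controls were DMSO neutral control wells for no effect and unlabeled competitor peptide control wells for full effect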
#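 material = purified tagged CAL PDZ domain construct (CerCALP) | compound dosing = 20 µM, one dose | times = 1 h at RT | measured by = fluorescence polarization from S- and P-plane intensities, G-factor corrected | read-out = inhibition from polarization loss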
# SR-BI uptake up – enhances SR-BI lipid uptake from DiI-HDL. CHO ldlA[mSR-BI] cells, DiI-HDL uptake fluorescence, 3 h; 100 = double the neutral-control signal. activation, % at 12.5 µM. hit rate 0.096% among 320,000;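 active = mean replicate activation of at least 60% and every replicate at or above 60%; inconclusive = mean or all-replicate condition met, but not both; inactive = mean below 60% and not all replicates reaching 60%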;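 note: 0% = median plate neutral-control signal and 100% = twice that signal; values of inactives mirror those of a sister screen read the other way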
#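 Assay system: CHO ldlA[mSR-BI] cells, LDL receptor-null, SR-BI overexpressing; medium: Ham's F12 with 0.5% BSA, HEPES 25 mM, pH 7.4; also added: DiI-HDL 10 µg/mL; timing: 3 h uptake period with compound, 37 °C; signal: DiI fluorescence, bottom read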
# MITF act – activators of MITF-driven TRPM1 promoter activity in SK-MEL-5 cells; SK-MEL-5 TRPM1-promoter luciferase, 24 h; % of positive control, neutral wells = 0; activation, % at 12.5 µM; hit rate 0.75% among 300,000; AID 588334;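 active = mean activation of at least 80% with every replicate also reaching 80%; inconclusive = mean reaches 80% but some replicate falls short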;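 note: 0% = neutral control wells and 100% = parthenolide positive control wells; values of inactives mirror those of a sister screen read the other way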
# AddAB inh – less growth of phage-infected E. coli with AddAB. E. coli expressing H. pylori AddAB, absorbance growth. inhibition, % at 11.9 µM. hit rate 0.29% among 330,000. AID 435030; in the data active = inhibition above about 12%;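 note: 0% = vehicle wells of infected cells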
# SR-BI HDL uptake – blocks mouse SR-BI lipid uptake from DiI-HDL; ldlA[mSR-BI] CHO cells, DiI-HDL uptake fluorescence, 3 h; inhibition, % at 12.5 µM; hit rate 0.96% among 320,000; AID 488896;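 active = mean replicate inhibition of at least 70% and a set share of replicates each scoring 70 or more; inconclusive = meets just one of the two criteria; inactive = fails both criteria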;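 note: 0% = median of neutral control wells and 100% = median of positive control wells; values of inactives mirror those of a sister screen read the other way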
# Target sequence (Q61009 whole entry, looked up): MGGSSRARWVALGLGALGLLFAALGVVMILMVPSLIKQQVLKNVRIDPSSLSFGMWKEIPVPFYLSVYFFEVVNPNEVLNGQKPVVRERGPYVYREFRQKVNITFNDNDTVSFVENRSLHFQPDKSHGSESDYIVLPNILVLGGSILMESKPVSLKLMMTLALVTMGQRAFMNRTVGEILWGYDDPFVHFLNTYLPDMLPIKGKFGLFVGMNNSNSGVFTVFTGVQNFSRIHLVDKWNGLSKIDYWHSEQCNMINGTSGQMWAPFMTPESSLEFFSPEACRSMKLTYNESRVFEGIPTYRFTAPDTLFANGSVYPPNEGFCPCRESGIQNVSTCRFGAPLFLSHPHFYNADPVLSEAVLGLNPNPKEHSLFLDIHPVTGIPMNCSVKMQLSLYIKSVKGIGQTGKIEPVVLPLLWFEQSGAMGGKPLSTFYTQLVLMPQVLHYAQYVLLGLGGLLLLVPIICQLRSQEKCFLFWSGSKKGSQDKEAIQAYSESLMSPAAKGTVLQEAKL
# CAL PDZ FP-2 – blocks peptide binding to the human CAL PDZ domain | hit rate 0.92% among 300,000 | purified CAL PDZ, TMR-peptide fluorescence polarization, 1 h | AID 602252 | Q9HD26 | inhibition, % at 24.9 µM;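 active = mean inhibition of at least 30% with at least half of replicates also reaching 30%; inconclusive = no clear call, values can overlap the other calls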;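 note: 0% = DMSO neutral control and 100% = excess unlabeled competitor peptide PRC23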
# Wnt act – Wnt/beta-catenin pathway activation. Wnt/beta-catenin reporter cell assay, activator, plate reader. activation, % at 9.35 µM. hit rate 1.2% among 300,000; in the data active = activation above about 30%, passing the limit was not always enough; inconclusive = no clear call, values can overlap the other calls;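 note: 0% = neutral control wells and 100% = positive control wells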
# phage Ecoli inh – E. coli growth loss with phage present. growth absorbance. inhibition, % at 11.9 µM. hit rate 0.26% among 360,000; in the data active = inhibition above about 11%
# * marks the source's active call; other numbers are inactive results; ? = inconclusive; . = no result given. Rows are unselected; about 3.6% have a hit in one of these screens.
SMILES,Tat transport,E coli growth,CAL PDZ FP-1,SR-BI uptake up,MITF act,AddAB inh,SR-BI HDL uptake,CAL PDZ FP-2,Wnt act,phage Ecoli inh
COc1ccccc1NC(=O)c1cc2c(s1)-c1ccccc1S(=O)(=O)C2,0,0.1,-2.3,-53,-1,-2.0,53,-7,-2,1.2
CN(Cc1cnccn1)C(=O)CC1C(=O)NCCN1Cc1ccc(F)cc1Cl (centres undefined),-5,1.6,0.2,33,7,3.2,-33,-5,1,1.2
CCN(C(=O)CSc1nnc(-c2ccc(C)cc2)n1N)c1c(N)n(Cc2ccccc2)c(=O)[nH]c1=O,2,.,-2.6,19,2,.,-19,-15,1,0.2
N#CC(C(=O)c1ccccc1Cl)=C1SCCCS1,-7,0.7,-0.7,-1,.,2.1,1,1,0,2.3
COc1ccc(-c2[nH]ncc2CN2C[C@@H]3CCC[C@H]2C3)c(F)c1,-9,0.2,-0.7,17,-11,3.4,-17,5,-1,4.7
COCCSc1ccccc1C(=O)Nc1ccc2c(c1)OCCO2,25,1.4,-2.5,-3,-10,2.6,3,-3,?,3.5
CCOC(=O)C1CCN(CC(=O)Nc2cc(C)nn2-c2nc3ccccc3s2)CC1,4,.,-2.8,-22,-3,.,22,-3,.,3.0
COc1ccc(N=C2SC(C(=O)O)CC(=O)N2C)cc1 (centres undefined),-1,-0.2,0.1,.,9,0.9,.,-3,.,2.5
c1ccc(-n2nnnc2-c2cccc3ccccc23)cc1,-3,.,-0.9,0,-8,.,0,.,-3,0.5
CC(Nc1cccc(F)c1)C(=O)Nc1ccc(S(N)(=O)=O)cc1 (centres undefined),-2,-1.7,-0.3,7,9,-0.8,-7,-3,-1,2.2
O=C(CN1C(=O)CCS(=O)(=O)c2ccccc21)Nc1ccccc1F,0,-1.3,0.0,22,3,2.6,-22,.,0,1.4
Cc1[nH]n(-c2ccccc2)c(=O)c1CCOC(=O)c1cccc(C(F)(F)F)c1,0,2.9,.,17,.,1.1,-17,0,.,2.4
O=C(Cn1c(=O)c2cccn2c2cccnc21)N1CCN(c2ccccc2F)CC1,2,0.9,-3.1,-29,-6,-0.6,29,-2,-2,1.8
NC(N)=N/N=C/c1ccc(Cl)c([N+](=O)[O-])c1,0,-0.6,-2.8,23,2,1.9,-23,2,-2,1.8
Cc1cc2n(n1)C(c1ccsc1)Nc1ccccc1-2 (centres undefined),2,-2.0,-2.5,-33,.,-0.2,33,-3,.,0.9
Cc1ccc(-c2nnc(SCC(=O)Nc3nc4c(s3)CCCC4)n2C)cc1,2,0.7,0.1,.,-5,0.9,.,.,.,0.9
COc1cccc2cc(C(=O)NCCN3CCOCC3)c(=O)oc12,9,-0.5,-0.3,24,.,0.6,-24,-3,-2,1.3
CC(=O)N1c2ccc(S(=O)(=O)NCC3CCC(C(=O)N(C)Cc4ccccc4)CC3)cc2CC1C (centres undefined),2,-1.4,-3.2,-35,-5,-0.8,35,-4,-3,3.3
Cc1ccc(NC(=O)NCc2cccnc2)cc1Cl,5,-0.1,-1.2,.,16,0.4,.,.,12,2.8
C=C(C)c1cccc(C(C)(C)NC(=O)NCC2COCCO2)c1 (centres undefined),-3,-1.5,.,45,.,1.6,-45,-2,1,-2.6

# Already shown: entries from further up.
SMILES,Tat transport,E coli growth,CAL PDZ FP-1,SR-BI uptake up,MITF act,AddAB inh,SR-BI HDL uptake,CAL PDZ FP-2,Wnt act,phage Ecoli inh
Cc1cc2n(n1)C(c1ccsc1)Nc1ccccc1-2 (centres undefined),2,-2.0,-2.5,-33,.,-0.2,33,-3,.,0.9
Cc1ccc(-c2nnc(SCC(=O)Nc3nc4c(s3)CCCC4)n2C)cc1,2,0.7,0.1,.,-5,0.9,.,.,.,0.9
COc1cccc2cc(C(=O)NCCN3CCOCC3)c(=O)oc12,9,-0.5,-0.3,24,.,0.6,-24,-3,-2,1.3
CC(=O)N1c2ccc(S(=O)(=O)NCC3CCC(C(=O)N(C)Cc4ccccc4)CC3)cc2CC1C (centres undefined),2,-1.4,-3.2,-35,-5,-0.8,35,-4,-3,3.3
Cc1ccc(NC(=O)NCc2cccnc2)cc1Cl,5,-0.1,-1.2,.,16,0.4,.,.,12,2.8
C=C(C)c1cccc(C(C)(C)NC(=O)NCC2COCCO2)c1 (centres undefined),-3,-1.5,.,45,.,1.6,-45,-2,1,-2.6

# More results.
SMILES,Tat transport,E coli growth,CAL PDZ FP-1,SR-BI uptake up,MITF act,AddAB inh,SR-BI HDL uptake,CAL PDZ FP-2,Wnt act,phage Ecoli inh
COCCn1c(N)c(C#N)c2nc3ccccc3nc21,1,-2.2,-3.5,9,-4,2.5,-9,23,.,1.3
CCCCOC(=O)c1ccc(OC(=O)N2CCOCC2)cc1,-4,0.2,-1.7,7,65,2.1,-7,-5,4,-0.1
CCc1cc(=O)oc2cc(C)cc(OC(C)C(=O)NCCCn3ccnc3)c12 (centres undefined),-11,-2.0,-0.1,-3,7,1.0,3,5,-1,3.8
c1ccc(-c2nnc(CN3CCN(C(c4ccccc4)c4ccccc4)CC3)o2)cc1,5,0.2,-0.5,29,.,-0.5,-29,.,0,3.5
CN(CC(=O)NCc1ccco1)CC(=O)Nc1cc(S(C)(=O)=O)ccc1Cl,-1,.,-0.1,?,12,.,-117,.,-1,1.4
Cc1cccc(OCC(=O)NNC(=O)c2ccccc2OCc2c(C)noc2C)c1,-3,-0.3,-0.9,-12,2,-0.3,12,-4,2,2.9
COC(=O)/C=c1/s/c(=C(/C#N)C(=O)NCc2ccccc2)n(-c2ccccc2)c1=O,0,-0.6,.,-12,.,1.0,12,-8,.,2.3
COc1cc(OC)cc(C(=O)NC(=S)Nc2ccc3[nH]c(=O)[nH]c3c2)c1,-4,-3.9,-0.3,.,3,1.2,.,-2,-1,2.4
Cc1cc(CN(C)C(=O)c2cc(COc3ccc(C)c(C)c3)on2)on1,-2,-0.9,-3.5,15,?,-2.5,-15,-1,0,2.0
Cc1nc(N2CCOCC2)sc1C=O,3,3.6,-0.9,20,9,4.3,-20,.,0,3.5
CC12CC3(C)CC(C)(C1)CC(C(=O)NCC(=O)O)(C2)C3,-1,1.0,1.2,11,0,5.2,-11,-3,1,4.0
CCOC(=O)Cc1csc(N)n1,-2,0.4,-0.6,28,6,1.4,-28,-1,0,3.0
COc1ccc(C2OC[C@H]3O[C@H](O)[C@H](NC(C)=O)[C@@H](O)[C@@H]3O2)cc1 (some centres undefined),-4,.,-0.6,14,23,.,-4,2,-2,3.7
CN(Cc1nc(-c2cccnc2)no1)S(=O)(=O)c1ccc(Br)cc1,-3,0.8,-0.5,2,8,0.5,-2,0,7,1.8
O=C(CN(Cc1ccccc1)C(=O)CCC(=O)Nc1ccccn1)NCCc1ccccc1,4,-1.3,-1.2,.,3,3.3,.,0,1,-0.6
COc1ccc(-n2c(Cc3cccn3C)nnc2SCC(=O)NCC2CCCO2)cc1 (centres undefined),-3,-1.2,-1.0,5,-3,7.0,-5,.,0,2.0
O=C(NCC1CCCO1)c1cccc(Br)c1 (centres undefined),-2,-0.9,0.0,19,11,-0.3,-19,-1,0,3.4
CN(CCC(=O)c1ccccc1)CCC(=O)c1ccccc1,-2,.,-0.2,22,-3,.,-22,1,0,3.3
CC(=O)NCCc1nc2cc(NC(=O)c3ccccc3)ccc2n1C,-1,-1.1,-3.7,17,72,2.8,-17,1,10,1.4
Nc1ccccc1Oc1ncc(C(F)(F)F)cc1Cl,0,-1.4,-2.9,-1,-1,0.8,1,-2,0,-0.6
COc1ccccc1C1/C(=C(/O)c2cnn(-c3ccccc3)c2C)C(=O)C(=O)N1CCN(C)C (centres undefined),1,.,0.2,.,23,.,.,-2,-2,1.2
CC(=O)c1c(C)cc(C)c(CSc2nc(C)cc(=O)[nH]2)c1C,5,0.9,-1.5,15,-28,1.4,-15,-3,.,0.2
Cc1cc(CN(C)C(=O)CC2C(=O)NCCN2Cc2ccc(-c3ccccc3)cc2)on1 (centres undefined),4,-2.1,-1.1,-10,4,0.7,10,.,1,0.6
O=C(CN1CCCN(Cc2ccc(F)cc2Cl)C1=O)NC1CCCCCCC1,2,-2.4,.,-14,-10,-1.3,14,-4,.,2.4
Cc1cccc(OCCNc2cc(N3CCN(CCO)CC3)ccc2[N+](=O)[O-])c1,13,-1.1,-0.9,-12,10,0.5,12,4,0,2.7
COc1ccc(S(=O)(=O)N2CCN(C(=O)CCCN3C(=O)NC4(CCCC4)C3=O)CC2)cc1,4,.,-2.6,33,-1,.,-33,1,-2,3.6
OCCC1CN(Cc2cccn2-c2nccs2)CCN1C1CCCCC1 (centres undefined),3,-1.6,-1.9,12,25,4.5,-12,-3,-1,2.9
CCOC(=O)C1C(c2ccc(Cl)cc2)NC(=S)NC1(O)C(F)(F)F (centres undefined),1,0.8,-2.4,-32,3,-0.3,32,-5,-1,-0.9
CCN(CC)CCCNc1oc(-c2ccc(OC)c(OC)c2)nc1C#N,-3,0.1,-0.7,-1,0,2.4,1,-2,.,2.2
Cc1[nH]c(C)c(S(=O)(=O)Nc2ccccc2Cl)c1C(=O)N1CCCC1,6,0.5,-0.6,0,-1,3.2,0,0,1,4.3
Cc1ccc(S(=O)(=O)Oc2ccc(/C=N/NC(=O)c3ccncc3)cc2)cc1,-3,0.0,-4.5,-20,-8,1.8,20,6,4,0.7
Cc1c(C)c2ccc(OCC(=O)NCc3ccccn3)cc2oc1=O,0,1.7,-0.8,7,23,2.2,-7,6,-1,4.4
CCOc1ccccc1N1CC(C(=O)Nc2cc(Cl)ccc2-n2cncn2)CC1=O (centres undefined),7,0.9,-2.0,-10,-10,1.2,10,0,1,-0.8
CCOc1ccccc1NC(=S)N(CCCN1CCOCC1)Cc1cn(C)c2ccccc12,16,-2.1,-0.4,-12,-9,-1.0,12,-4,-3,0.2
CCOC(=O)c1c(C)[nH]c(C(=O)OCC(=O)N2c3ccccc3CC2C)c1C (centres undefined),4,-1.7,-1.8,-47,.,1.6,47,-2,.,3.0
c1ccc2c(c1)nc(N1CCCCCC1)c1ccccc12,0,-2.4,0.2,-20,-9,-0.2,20,-4,1,0.2
COc1ccccc1N/N=C/c1c(CO)cnc(C)c1O,1,-2.0,-1.9,-17,-5,1.3,17,-3,.,1.8

# Compound activity from PubChem BioAssay.
